Compound activity (PubChem)
Gli-Sufu block – antagonists of Gli-Sufu signaling; Sufu-KO-LIGHT fibroblasts, Gli luciferase reporter luminescence; hit rate 0.74% among 340,000; AID 588413; inhibition, % at 5 µM;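 active = inhibition above about 55%, limit read from the data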;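 also: 0% = DMSO-treated cells and 100% = wells with medium but no cells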
UBC13 polyUb – inhibitors of human UBC13 polyubiquitin chain formation | TR-FRET | inhibition, % at 20 µM | hit rate 0.47% among 330,000 | AID 485273; in the data active = inhibition above about 45%, passing the limit was not always enough; inconclusive = no clear call, values can overlap the other calls
Target sequence (P61088 whole entry, looked up): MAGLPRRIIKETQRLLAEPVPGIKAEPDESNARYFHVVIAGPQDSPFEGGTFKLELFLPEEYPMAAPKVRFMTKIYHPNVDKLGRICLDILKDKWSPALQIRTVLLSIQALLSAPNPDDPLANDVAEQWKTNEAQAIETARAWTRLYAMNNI
CCR6 antagonist – CCR6 (human) receptor antagonism | P51684 | CHO-K1 CCR6 PathHunter beta-arrestin, luminescence, CCL20-stimulated | inhibition, % at 20 µM | hit rate 0.49% among 340,000;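 active = compounds whose inhibition of the agonist-driven luminescence signal at 20 µM reaches about 50%, limit read from the data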;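 also: cells stimulated with CCL20 at 14 nM final; plate controls were DMSO with CCL20 for no effect and DMSO without agonist for full effect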
Target sequence (P51684 whole entry, looked up): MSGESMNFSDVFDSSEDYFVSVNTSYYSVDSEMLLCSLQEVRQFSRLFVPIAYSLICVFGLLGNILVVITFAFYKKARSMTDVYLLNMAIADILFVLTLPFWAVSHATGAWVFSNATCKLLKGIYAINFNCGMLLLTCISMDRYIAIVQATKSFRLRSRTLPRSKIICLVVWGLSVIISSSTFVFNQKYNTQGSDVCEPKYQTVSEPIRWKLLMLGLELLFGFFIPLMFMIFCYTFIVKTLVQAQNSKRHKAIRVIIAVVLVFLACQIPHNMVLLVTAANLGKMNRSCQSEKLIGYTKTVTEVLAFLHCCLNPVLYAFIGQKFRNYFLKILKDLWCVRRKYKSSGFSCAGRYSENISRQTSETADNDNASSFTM
EBI2 antag – EBI2 (human) antagonism. AID 651636. EBI2 beta-arrestin recruitment, luminescence, 7a,25-OHC stimulated. hit rate 0.81% among 360,000. inhibition, % at 5 µM. P32249; in the data active = inhibition above about 38%;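 also: enzyme fragment complementation signal reports receptor beta-arrestin coupling in cells; 0% = agonist plus DMSO wells and 100% = wells without agonist; some results beyond the cut were filed as inactive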
Target sequence (P32249 whole entry, looked up, the tested form may be a part): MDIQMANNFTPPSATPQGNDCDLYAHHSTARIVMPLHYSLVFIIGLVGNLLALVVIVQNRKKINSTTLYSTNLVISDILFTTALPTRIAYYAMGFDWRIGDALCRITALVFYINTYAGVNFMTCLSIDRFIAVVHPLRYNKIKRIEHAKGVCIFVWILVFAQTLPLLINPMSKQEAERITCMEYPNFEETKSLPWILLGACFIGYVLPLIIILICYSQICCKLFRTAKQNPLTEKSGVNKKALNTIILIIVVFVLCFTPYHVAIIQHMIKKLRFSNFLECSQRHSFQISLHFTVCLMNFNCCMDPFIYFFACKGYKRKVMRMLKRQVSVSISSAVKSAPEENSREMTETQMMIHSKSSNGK
Apaf1 inhib – blocks human Apaf-1 apoptosome activity; O14727; reconstituted apoptosome caspase-3 activity, DEVD-Rh110 fluorescence; inhibition, % at 20 µM; hit rate 0.71% among 330,000; AID 489030; active = inhibition of at least 40% at 20 µM;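 also: plate controls were DMSO wells for no effect and DEVD-CHO caspase inhibitor wells for full effect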
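System: reconstituted apoptosome with Apaf-1, cytochrome c, caspase-9, procaspase-3, dATP; Signal: Rh110 fluorescence intensity; Schedule: 30 min compound preincubation, 50 min activation, room temperature; Reagent: cytochrome c trigger plus (Z-DEVD)2-Rh110 caspase-3 substrate.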
697 NFkB inh – inhibitors of the PMA/ionomycin-induced NF-kB reporter in 697 B cells; 697 B-cell NF-kB luciferase reporter, 16 h; hit rate 0.33% among 330,000; inhibition, % at 4 µM; in the data active = inhibition above about 35%
Jurkat NFkB inh – inhibitors of the PMA/ionomycin-induced NF-kB reporter in Jurkat cells; PMA/ionomycin-induced NF-kB luciferase reporter, luminescence; inhibition, % at 4 µM; hit rate 0.53% among 330,000
SENP8 block – inhibitors of human SENP8 protease. Q96LD8. purified SENP8, Z-RLRGG-aminoluciferin cleavage, luminescence. inhibition, % at 10 µM. hit rate 1.2% among 330,000
Numbers without * were called inactive; i = inactive; ? = inconclusive; / = not tested or not shown. Rule as the data show it, unless noted: active = inhibition above about 50%; inactive = the rest. An excerpt; the hit share may differ from the screen's.

Every second line gives: Gli-Sufu block	UBC13 polyUb	CCR6 antagonist	EBI2 antag	Apaf1 inhib	697 NFkB inh	Jurkat NFkB inh	SENP8 block
C/C(CC(=O)Nc1cc(C)ccn1)=N\NC(=O)c1ccc(C(C)(C)C)cc1
    1.9	2.5	7.6	13.3	4.0	0.5	18.0	6.2
Cc1cccc(-c2noc(CN(C)C(=O)c3ccco3)n2)c1
    -10.6	2.6	12.9	1.4	5.9	-2.8	-12.9	-5.6
CC1(NC(=O)C2CCCCC2)CCS(=O)(=O)C1 (stereo unspecified)
    -2.9	-2.7	-13.2	-7.4	-17.5	-0.3	14.0	-1.2
CC(=O)N/C(=C\c1ccccc1)C(=O)OCC(=O)N1CCCCCC1
    -2.5	0.9	6.4	1.8	3.7	5.9	4.2	4.8
COCCNC(=O)C(OC(=O)c1cccs1)c1ccccc1 (stereo unspecified)
    9.4	3.5	8.2	-11.1	-0.6	7.8	4.0	-2.4
CCCCn1c(NCc2ccc(N(C)C)cc2)nc2ccccc21
    9.9	3.9	9.2	0.0	0.2	-9.9	-2.3	0.6
Cc1c(Cc2ccccc2)c(=O)oc2c(C)c(OCC(=O)N[C@@H](Cc3ccccc3)C(=O)O)ccc12
    4.1	-38.9	20.5	4.9	18.4	-16.8	-16.1	7.9
CCOC(=O)Cc1csc(NC(=O)COc2ccccc2OCC)n1
    6.0	-11.8	-9.7	-1.0	-6.8	-20.2	4.1	-6.4
Cc1ccc(C(N)=O)cc1S(=O)(=O)Nc1cccc(C)c1C
    -4.9	3.5	5.0	-1.9	-2.8	-6.2	-4.4	-5.3
Cn1c(SCc2nc3ccccc3s2)nnc1-c1cccs1
    5.3	1.5	-3.0	-6.4	7.5	-19.8	-23.2	-2.8
CCOC(=O)C1CCCN(C(=O)C2CCN(S(=O)(=O)c3cnc[nH]3)CC2)C1 (stereo unspecified)
    -1.8	9.1	5.9	-1.8	1.0	15.3	-0.7	-0.8
CS(=O)(=O)c1ccc(-c2nnn(CC(N)=O)n2)cc1
    5.3	-13.8	0.0	-1.4	3.9	13.7	-9.9	-2.0
CCCC(=O)Nc1ccc(S(=O)(=O)Nc2cc(OC)nc(OC)n2)cc1
    -1.6	-9.3	11.6	-9.7	3.4	11.4	-3.6	-1.7
CC1CCCCC1NC(=O)COC(=O)c1ccc2c(c1)OCCO2 (stereo unspecified)
    3.6	-3.5	13.1	-3.5	-7.5	10.3	0.3	-0.7
COc1cc(OC)cc(-c2c(-c3cccs3)c3cc(-c4ccc(N(C)C)nc4)ccc3n2C)c1
    18.6	?	-1.9	9.8	21.8	-14.2	-30.7	-17.4
COc1cc(CNn2cn[nH]c2=S)cc(Cl)c1OCc1ccc(F)cc1
    12.6	5.7	18.6	0.4	4.1	-30.5	12.0	3.2
COc1ccc(S(=O)(=O)N2CCCC2CNC(=O)C(=O)NCc2cccs2)cc1 (stereo unspecified)
    0.1	0.4	10.2	-4.9	11.9	-8.5	2.6	-0.5
COc1ccccc1NC(=O)CSc1nc(=O)n(CCN(C)C)c2c1CCCC2
    6.4	0.3	0.3	-5.6	-2.3	5.0	9.2	5.8
Cc1cc(=O)oc2cc(OCCCC[n+]3ccccc3)ccc12
    -8.8	-1.4	-9.6	-3.9	-3.8	-3.0	-13.4	-5.8
CCc1cc(=O)oc2c(CNCc3ccccc3F)c(O)c(Cl)cc12
    7.8	15.0	1.6	-9.6	2.3	4.7	-11.7	4.5
O=C(O)c1ccccc1C(=O)c1ccc(Cl)cc1
    7.2	-7.8	-6.1	-10.5	6.0	13.4	-0.3	-5.8
CC(=O)Nc1nc2ccc(Br)cc2s1
    -88.5	4.2	-12.5	-2.2	1.0	-61.3	-23.4	56.2*
CCC(C)NC(=O)Cc1c(C)c2cc3c(cc2oc1=O)OC(C)(C)CC3 (stereo unspecified)
    -18.9	6.9	2.4	9.6	11.7	-101.7	-86.7	-4.9
CC(C)(C)OC(=O)C[C@@H]1C/C=C\C[C@@H](CC(=O)N(CCO)Cc2ccccc2)C(=O)NC[C@H](c2ccccc2)OC1=O
    7.1	-8.6	17.9	-21.0	12.3	24.3	3.5	-16.8
COC(=O)c1ccc(CN2CCCC(C(=O)Nc3cccc(-n4cnnn4)c3)C2)cc1 (stereo unspecified)
    1.2	1.2	8.6	3.6	10.5	-13.1	-0.9	4.8
NC(N)=NS(=O)(=O)c1ccc(NC(=S)NC(=O)c2ccc(Br)cc2)cc1
    2.1	-2.9	22.5	14.3	-0.8	-6.9	-8.8	-7.6
O=C(Nc1cccc2cccnc12)c1ccc(Br)cc1Br
    0.1	3.5	3.7	2.7	1.0	9.4	10.2	-1.9
O=C(COC(=O)CCCNC(=O)c1ccc(Cl)cc1)NCc1ccccc1Cl
    -10.3	0.3	9.5	-3.1	-3.7	0.2	11.9	4.8
O=C(N/N=C/c1ccc(O)cc1O)c1ccc(CN2C(=O)c3cccc4cccc2c34)cc1
    21.5	-0.3	21.1	-2.2	10.6	-78.0	33.2	5.9
Cc1ccc(-c2nc3ccccc3[nH]2)s1
    7.8	1.6	9.8	2.4	5.1	-113.7	-136.3	92.8*
Cc1ccc(NC(=O)NCc2ccccn2)c(C)c1
    0.7	-2.6	-4.2	-5.3	-2.2	-8.4	-12.2	-9.0
COC(=O)CC1C(=O)NCCN1C(=O)Nc1cccc(Cl)c1 (stereo unspecified)
    -4.5	8.5	2.7	-11.4	-6.8	9.5	13.5	-3.8
CCCNC(=O)C1CN(S(=O)(=O)c2ccc(Cl)s2)c2ccccc2O1 (stereo unspecified)
    -1.9	-0.6	14.5	-7.2	3.2	15.8	16.7	-0.3
COc1ccc(OC)c(C(=O)/C=C/c2ccccc2C(F)(F)F)c1
    0.3	10.7	15.5	25.2	22.9	-19.9	-2.2	1.7
CCSc1ccc([C@@H]2[C@H]3C(=O)N(C)C(=O)[C@H]3[C@]3(C(=O)OC)CCCCN23)cc1
    13.7	4.1	14.4	5.2	18.6	4.8	-14.1	-7.5
Cn1c(O)c(N=Nc2nc(-c3ccccc3)cs2)c2ccccc21
    -25.4	-131.2	60.7*	25.7	14.9	-6.6	-28.6	3.9
Cc1cccc(/C=c2\s/c(=C\C(=O)C(C)(C)C)[nH]c2=O)c1
    -5.8	-16.2	16.9	18.6	15.2	-3.0	12.4	-4.1
O=C(Oc1ccccc1O)c1cccc2ccccc12
    /	9.7	/	3.6	17.2	-25.0	9.0	-6.1
COC(=O)C(NC(=O)c1ccccc1)(Nc1nccs1)C(F)(F)F (stereo unspecified)
    -7.5	6.1	8.0	-4.2	-5.9	12.1	12.8	-6.2
CC1C(=O)Nc2ccc(S(=O)(=O)Nc3ccccc3Br)cc2NC1=O (stereo unspecified)
    -13.1	-3.1	-0.2	-4.9	-10.9	14.7	20.4	2.9
COc1ccc(F)cc1C(=O)C1CCCN(C(=O)CCN2CCCCO2)C1 (stereo unspecified)
    9.3	-4.4	0.6	-4.7	-14.0	14.2	4.1	-1.6
N/C(=N\OC(=O)c1ccc(Cl)cc1)c1ccn[nH]1
    -78.9	4.2	-0.6	-7.4	1.4	-155.2	-166.2	58.4*
CC(=O)c1cccc(NC(=O)COC(=O)CCNS(=O)(=O)c2ccccc2)c1
    -3.0	8.1	0.2	-15.5	-7.3	-3.4	-4.2	-8.9
Cc1nc(N2CCOCC2)nc(N2CCCC2)c1[N+](=O)[O-]
    4.5	-10.0	5.5	-4.8	6.3	-32.5	-17.0	-4.4
Cc1cccc(OCC(=O)Nc2cc(S(=O)(=O)N3CCOCC3)ccc2N2CCCC2)c1C
    -0.1	-6.4	26.5	1.1	25.8	-18.2	-13.8	-0.2
COCc1cc(C)nc(N2CCNCC2)c1C#N
    8.8	7.3	3.2	-4.2	-9.0	22.0	2.4	-1.7
Cc1ccc(C)c(NC2=C(Cl)C(=O)OC2OC(=O)c2ccco2)c1 (stereo unspecified)
    -4.8	-6.0	20.8	5.0	-3.6	30.5	-21.1	-6.2
CCC1CCCCN1C(=O)CCc1nnc(C2CCCCC2)o1 (stereo unspecified)
    24.7	9.9	5.0	-2.4	-5.6	-9.8	-43.7	-3.5
CC1CCCCC1NC(=O)NC(=O)COC(=O)c1ccc(OC(F)F)cc1 (stereo unspecified)
    -2.1	-6.4	0.5	1.8	27.6	15.5	21.1	3.7
O=S(=O)(NNC(=S)Nc1ccc(S(=O)(=O)Nc2ncccn2)cc1)c1ccc(Br)cc1
    -2.2	3.7	22.1	-3.9	-7.0	4.5	0.7	8.6
O=C(O)CCCCCN1C(=O)C2CCCCC2C1=O (stereo unspecified)
    70.4*	6.9	-9.6	-21.5	-4.0	12.9	-14.7	-1.7
Cc1cc(=O)[nH]c(-c2cccs2)n1
    0.0	0.3	-4.5	2.9	6.0	9.7	2.4	-5.3
Brc1ccc(CSc2ccc3nnc(-c4ccccn4)n3n2)cc1
    5.6	18.4	-5.3	9.5	2.2	-4.5	7.1	1.2
CC(C)C12CN3CC(C(C)C)(CN(C1)C3c1ccco1)C2=O (stereo unspecified)
    3.3	0.8	-1.2	-8.7	3.0	-5.2	-24.8	4.0
CC1CCCCC1NC(=O)CSc1ccc([N+](=O)[O-])cc1 (stereo unspecified)
    4.0	-7.3	15.4	7.9	-10.1	-27.1	-14.8	4.3
Cc1ccc(P(=O)(CO)c2ccc(C)cc2)cc1
    0.7	-12.7	-5.2	-4.2	-3.2	-24.0	1.6	3.3
CCOC(=O)c1cccc(C2=CC(=O)C[C@H](c3ccc(OC)c(OC)c3)C2)c1
    -19.4	19.2	16.1	21.4	15.7	-7.6	-2.3	16.1
CCOc1ccc(N(CC(=O)NC2CCCCC2)C(=O)CNC(=O)c2ccco2)cc1
    2.7	-7.4	-6.5	3.9	-0.2	10.0	-15.0	-12.9
CCN1C(=O)N(CC)C2C1N(C(C)=O)C(=O)N2C(C)=O (stereo unspecified)
    -14.2	-0.8	-24.2	-19.4	8.3	12.7	-7.7	-5.3
Cc1cccc(Oc2nc(-c3ccccn3)nc3ccccc23)c1
    -4.0	5.4	39.3	-11.9	i	-46.7	-15.9	-7.1

Printed as active in CCR6 antagonist, of those listed so far:
smiles	UBC13 polyUb	CCR6 antagonist	EBI2 antag	697 NFkB inh	Jurkat NFkB inh
Cn1c(O)c(N=Nc2nc(-c3ccccc3)cs2)c2ccccc21	-131.2	60.7*	25.7	-6.6	-28.6

Other compounds:
Every second line gives: Gli-Sufu block	UBC13 polyUb	CCR6 antagonist	EBI2 antag	Apaf1 inhib	697 NFkB inh	Jurkat NFkB inh	SENP8 block
COCCNC(=O)CSc1nnc2c(Cl)cc(Cl)cn12
    -0.3	-5.4	-6.6	-0.9	-5.8	-7.3	-10.2	-7.9
O=C(CN1C(=O)c2ccccc2C1=O)Nc1ccccc1C(=O)NC1CCCCC1
    1.8	-9.9	10.8	-17.0	3.6	-24.8	-32.6	-2.9
Cc1ccc(CC(=O)NCc2ccc(Cl)cc2)cc1
    -9.2	6.8	17.0	3.3	1.9	-19.2	39.4	-2.8
Cn1c2c(c(=O)n(C)c1=O)C(c1cc3c(cc1Br)OCO3)CC(=O)N2 (stereo unspecified)
    -0.9	5.2	9.9	5.9	7.9	10.6	1.3	-4.0

A second format for 3 compounds above:
O=C(CN1C(=O)c2ccccc2C1=O)Nc1ccccc1C(=O)NC1CCCCC1
  Gli-Sufu block: 1.8; UBC13 polyUb: -9.9; CCR6 antagonist: 10.8; EBI2 antag: -17.0; Apaf1 inhib: 3.6; 697 NFkB inh: -24.8; Jurkat NFkB inh: -32.6; SENP8 block: -2.9

Cc1ccc(CC(=O)NCc2ccc(Cl)cc2)cc1
  Gli-Sufu block: -9.2; UBC13 polyUb: 6.8; CCR6 antagonist: 17.0; EBI2 antag: 3.3; Apaf1 inhib: 1.9; 697 NFkB inh: -19.2; Jurkat NFkB inh: 39.4; SENP8 block: -2.8

Cn1c2c(c(=O)n(C)c1=O)C(c1cc3c(cc1Br)OCO3)CC(=O)N2 (stereo unspecified)
  Gli-Sufu block: -0.9; UBC13 polyUb: 5.2; CCR6 antagonist: 9.9; EBI2 antag: 5.9; Apaf1 inhib: 7.9; 697 NFkB inh: 10.6; Jurkat NFkB inh: 1.3; SENP8 block: -4.0
